Alkaline phosphatase: inhibition of tissue-nonspecific alkaline phosphatase – biochemical, luminescent (AID 518); inhibition, % at 20 µM, or IC50 in µM where a hit was titrated; 64,000 compounds, 0.09% hits; purified TNAP enzyme, luminescent substrate readout; higher % means a stronger effect; in the data active = a potency from the dose series; inactive = the rest, 99 in 100 with inhibition below about 22%;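 note: plate controls were vehicle for no effect and reference inhibitor for full effect; many of its hits are not listed in these tables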
Spn MK inh: S. pneumoniae mevalonate kinase inhibition; 65,000 compounds, 0.48% hits; inhibition, % at 10 µM; AID 555; purified MK, PK/LDH-coupled NADH absorbance 340 nm;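 active = ranked among the strongest by inhibition in the single 10 µM screen, a fixed top-ranked set picked for dose follow-up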; note: no value below 0 was filed
HT1080 cytotoxicity: HT1080 cell viability loss – fluorescence readout (AID 620); HT1080 viability, fluorescence; higher % means a stronger effect; 87,000 compounds, 0.42% hits; one-dose cytotoxicity, % at 10 µM; EC50 in µM for titrated hits;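 note: cells exposed to compound overnight then 4 h with Alamar Blue; 0% = vehicle DMSO and 100% = killing control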
Bfl-1 displacement: displacement of Bid BH3 peptide from Bfl-1 – biochemical, fluorescence polarization, FITC-Bid, mouse, primary screen (AID 432); displacement, % at 20 µM; hits with a dose series show IC50 in µM; FITC-Bid BH3 peptide fluorescence polarization displacement; higher % means a stronger effect; 64,000 compounds, 0.02% hits; in the data active = a potency from the dose series; inactive = the rest, 99 in 100 with displacement below about 15%; note: strong numbers were not always called active
HPDE-C7 cytotoxicity: HPDE-C7 pancreatic duct cell viability loss – fluorescence, HTS (AID 430). cytotoxicity, % at 10 µM; hits with a dose series show EC50 in µM. 63,000 compounds, 1.8% hits. HPDE-C7 pancreatic duct cells viability, fluorescence; higher % means a stronger effect;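 note: cells exposed to compound for 48 hours before viability readout; 0% = vehicle and 100% = reference cytotoxic drug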
PMK inhibit: inhibitors of Streptococcus pneumoniae phosphomevalonate kinase. 65,000 compounds, 0.49% hits. inhibition, % at 10 µM. purified PMK, PK/LDH-coupled NADH absorbance 340 nm. AID 539;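 active = top-ranked compounds by inhibition in the single 10 µM screen, taking a fixed number of the strongest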;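 note: 0% = full reaction with DMSO carrier and 100% = background rate without enzyme reaction; no value below 0 was filed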
HPDE-C7K KRASV12: cytotoxicity in KRAS-transformed pancreatic duct cells, primary screen, cell-based, fluorescence, HTS (AID 431) | HPDE-C7K KRASV12 cells, Alamar Blue viability, 48 h; higher % means a stronger effect | 63,000 compounds, 1.7% hits | cytotoxicity, % at 10 µM, or EC50 in µM where a hit was titrated;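 active = compounds whose percent cytotoxicity in the single-dose primary screen, scaled between solvent and toxic-drug controls, exceeds 50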;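 note: 0% = DMSO solvent wells and 100% = doxorubicin-treated wells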
LYP phosphatase: LYP phosphatase inhibitors, primary screen, biochemical, DiFMUP fluorescence, recombinant catalytic domain, 10 µM (AID 606). 52,000 tested, under 10 active. recombinant LYP catalytic domain, DiFMUP fluorescence; higher % means a stronger effect. one-dose inhibition, % at 10 µM; IC50 in µM for titrated hits;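 active = IC50 under 40 µM in the dose-response test; inactive = IC50 of 40 µM or more, or never dose-tested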
Spn DPM-DC inh: S. pneumoniae DPM-DC inhibition; purified DPM-DC, PK/LDH coupled NADH fluorescence; calls only at 10 µM; 65,000 compounds, 0.49% hits; AID 556;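 active = the 320 compounds with the highest percent inhibition in the single-dose primary screen, excluding strongly autofluorescent ones, cut at about 32% in these data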;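 note: kinetic rate of NADH fluorescence loss reporting ADP formed by the decarboxylase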
PMK inhibit pilot replicates: further read-out of PMK inhibit, marked with its call; inhibition, %; measured here: pilot screen replicates
Spn MK inh pilot replicates: further read-out of Spn MK inh, marked with its call; inhibition, %; measured here: pilot screen replicates
Spn DPM-DC inh pilot screen %: second read-out of Spn DPM-DC inh, no call of its own (marks repeat the call); inhibition, %; measured here: pilot screen trials
Numbers without * were called inactive; i = inactive; x = no result given; + = active, no number. Cut-off read from the data, not from the text of the source, unless noted: active = cytotoxicity above about 50%; inactive = the rest.

SMILES	Alkaline phosphatase	Spn MK inh	HT1080 cytotoxicity	Bfl-1 displacement	HPDE-C7 cytotoxicity	PMK inhibit	HPDE-C7K KRASV12	LYP phosphatase	Spn DPM-DC inh	others
Cc1ccccc1OCc1nnc(SCC(=O)NCc2ccccc2)n1C	13%	1	-1%	-7%	4%	19	11%	-2%	i	PMK inhibit pilot replicates=0.0;Spn MK inh pilot replicates=0.0;Spn DPM-DC inh pilot screen %=0.0
COc1ccc(CCNc2oc(-c3ccco3)nc2C#N)cc1	13%	8	0%	-2%	-10%	13	12%	17%	i	PMK inhibit pilot replicates=0.0;Spn MK inh pilot replicates=0.0;Spn DPM-DC inh pilot screen %=19
O=C(O)C1C2C=CC(C3CC23)C1C(=O)O (centres undefined)	11%	7	5%	-8%	5%	2	-5%	-6%	i
CCOc1ccccc1Nc1ncnc2ccccc12	8%	9	-6%	2%	-16%	4	-9%	7%	i	PMK inhibit pilot replicates=0.0;Spn MK inh pilot replicates=2.0;Spn DPM-DC inh pilot screen %=0.0
O=C(CS(=O)(=O)Cc1ccccc1)Nc1cccnc1	5%	19	-6%	-7%	-6%	0	-4%	-5%	i
COc1cnn(-c2ccccc2)c(=O)c1N(C)C	4%	10	2%	3%	-1%	0	-10%	-1%	i
O=C1CSC(=O)N1CC(O)COc1ccc(Cl)cc1 (centres undefined)	-1%	5	-5%	-3%	-16%	19	-15%	3%	i
COC(=O)c1c(C(=O)OC)c(C)n(Cc2cccnc2)c1C	9%	6	3%	5%	-4%	8	-5%	10%	i
CCCc1nc2sc3c(c2c(=O)n1N)CCC3	9%	7	x	-1%	3%	0	0%	16%	i
CC1(C)Cc2ccccc2C2CC(O)C(=O)N21 (centres undefined)	12%	1	2%	3%	-9%	10	-12%	9%	i
COc1cc2c(cc1OC)CN(C(=O)CSc1nnc(C)s1)CC2	9%	0	0%	-8%	3%	0	-7%	3%	i
O=C(CSc1nncs1)NC(=O)NCc1ccccc1	8%	0	-3%	-1%	-1%	10	-1%	-7%	i
CCC1CCCCN1Cc1ccc(OC)c(OC)c1 (centres undefined)	6%	2	-4%	6%	-12%	7	2%	-2%	i
O=C(CSc1nc2ccccc2c(=O)n1CCCO)NCc1ccccc1	2%	0	21%	3%	5%	20	-1%	-7%	i
CCOc1ccc(C2C(C(=O)c3ccco3)=C(O)C(=O)N2Cc2cccnc2)cc1OC (centres undefined)	13%	11	8%	1%	7%	0	6%	-2%	i
C=CCn1c(SCn2nnc3ccccc3c2=O)nnc1-c1ccc(F)cc1	0%	0	11%	3%	0%	18	-3%	5%	i
CCC(c1nnnn1C(C)(C)CC)N(CCCO)Cc1cc2cccc(C)c2[nH]c1=O (centres undefined)	15%	6	3%	-1%	-5%	3	7%	x	i
Cn1c(=O)[nH]c(=O)c2c1nc(Br)n2CCSc1ncccn1	14%	8	3%	-4%	2%	2	-1%	7%	i
S=c1nc(-c2ccccc2)[nH]n1-c1ccccc1	6%	6	19%	2%	0%	8	-10%	18%	i
CCNCc1cc2cc(C)ccc2[nH]c1=O	12%	0	2%	-10%	8%	5	6%	6%	i	PMK inhibit pilot replicates=4.5;Spn MK inh pilot replicates=0.0;Spn DPM-DC inh pilot screen %=8.5
Cc1ccc(S(=O)(=O)Nn2c(C)nnc2-n2nc(C)cc2C)cc1	10%	8	-26%	-4%	10%	11	-6%	16%	i
CCOC(=O)C(NC(=O)c1ccccc1)=C1CCCCC1	-1%	2	1%	-5%	-27%	10	-19%	7%	i
CCCc1cc(C(=O)Nc2sc(C)c(CC)c2C#N)no1	2%	4	4%	-7%	-7%	1	-1%	-2%	i
Cc1cc(NS(=O)(=O)c2ccc(OCCNS(C)(=O)=O)cc2)no1	5%	16	1%	-4%	4%	7	4%	11%	i
CC(C)Cn1c(N)c(C(=O)NCc2cccs2)c2nc3ccccc3nc21	16%	12	7%	7%	64%*	9	92%*	5%	x	PMK inhibit pilot replicates=1.0;Spn MK inh pilot replicates=0.0

Sorted by molar mass (lowest first): part of the list above.
SMILES	Alkaline phosphatase	Spn MK inh	HT1080 cytotoxicity	Bfl-1 displacement	HPDE-C7 cytotoxicity	PMK inhibit	HPDE-C7K KRASV12	LYP phosphatase	Spn DPM-DC inh	others
O=C(O)C1C2C=CC(C3CC23)C1C(=O)O (centres undefined)	11%	7	5%	-8%	5%	2	-5%	-6%	i
CCCc1nc2sc3c(c2c(=O)n1N)CCC3	9%	7	x	-1%	3%	0	0%	16%	i
COC(=O)c1c(C(=O)OC)c(C)n(Cc2cccnc2)c1C	9%	6	3%	5%	-4%	8	-5%	10%	i
CC(C)Cn1c(N)c(C(=O)NCc2cccs2)c2nc3ccccc3nc21	16%	12	7%	7%	64%*	9	92%*	5%	x	PMK inhibit pilot replicates=1.0;Spn MK inh pilot replicates=0.0
C=CCn1c(SCn2nnc3ccccc3c2=O)nnc1-c1ccc(F)cc1	0%	0	11%	3%	0%	18	-3%	5%	i

(next part)
SMILES	Alkaline phosphatase	Spn MK inh	HT1080 cytotoxicity	Bfl-1 displacement	HPDE-C7 cytotoxicity	PMK inhibit	HPDE-C7K KRASV12	LYP phosphatase	Spn DPM-DC inh	others
COc1cccc(-n2c(C)nnc2SCC(=O)Nc2ccccc2N2CCOCC2)c1	2%	6	-14%	2%	-4%	5	1%	-3%	i
O=C(O)CCNS(=O)(=O)c1ccc2c(c1)Cc1ccccc1-2	12%	0	2%	-1%	-7%	10	-20%	13%	i
COC(=O)C1CCN(C(=O)COC(=O)c2n[nH]c3ccccc23)CC1	10%	0	7%	7%	-6%	11	5%	x	i
CCCCOc1ccc(C)cc1CN(CCO)CCO	11%	10	2%	2%	0%	4	-4%	2%	i
O=C(COC(=O)CCC(=O)c1ccc2c(c1)OCCO2)NCc1ccc2c(c1)OCO2	4%	6	0%	1%	-8%	14	-11%	x	i
FC(F)(F)c1cc(-c2ccccc2)nc(-n2cncn2)n1	10%	4	24%	0%	0%	14	4%	-1%	i
Cc1ccccc1N(CC(=O)NCc1ccncc1)S(C)(=O)=O	8%	9	-20%	-7%	10%	16	-3%	1%	i
Cc1cc(N2CCCC2)nc(-c2ccccc2O)n1	4%	7	2%	-3%	-16%	15	-16%	-5%	i
O=C(c1ccc(-n2cnnn2)cc1)N1CCN(C(c2ccccc2)c2ccccc2)CC1	18%	0	8%	-6%	3%	17	7%	-1%	i
CCOC(=O)C1CCN(Cc2ccc(F)c(Br)c2)CC1	17%	51*	-3%	-2%	-20%	9	-20%	4%	i	PMK inhibit pilot replicates=2.5;Spn MK inh pilot replicates=+;Spn DPM-DC inh pilot screen %=4.0
COc1ccc(CNC(=O)c2cc(-c3ccccc3O)n[nH]2)cc1	11%	3	-9%	2%	-15%	11	4%	1%	i
Cn1c(=O)[nH]c(=O)c2c1nc(CN1CCN(c3cccc(Cl)c3)CC1)n2Cc1ccccc1Cl	2%	2	12%	-2%	-4%	11	2%	5%	i
CN(C)CCCNCCCNC(=O)c1ccco1	6%	3	-6%	-1%	0%	10	11%	x	i
O=C(NCc1ccc2c(c1)OCO2)c1cccc(F)c1	7%	0	-1%	3%	-8%	1	-12%	6%	i
COc1ccc(NC(=O)c2nnn(Cc3ccc(SC)cc3)c2N)c(OC)c1	10%	11	0%	-8%	4%	0	4%	7%	+
COC(=O)C(C(=O)OC)=C(/C=C/N(C)C)N(C)C	14%	1	3%	-4%	-2%	9	0%	x	i
O=C(c1cc(S(=O)(=O)N2CCCCC2)ccc1F)N1CCCCC1	10%	0	-1%	16%	-4%	4	-4%	0%	i
Cc1cc(C)n2nc(S(=O)(=O)NC3CCCCC3)nc2n1	7%	5	3%	7%	-2%	5	-2%	-4%	i
CCCC(=O)Nc1ccc(N2CCN(C(=O)c3cccs3)CC2)cc1	8%	1	5%	-7%	-3%	21	-2%	-6%	i
COc1ccc(C2C(C#N)=C(N)Oc3c2oc(CO)cc3=O)c(OC)c1OC (centres undefined)	10%	7	19%	-2%	x	13	x	6%	i
COCCCn1c(=N)c(C(=O)NCc2ccc3c(c2)OCO3)cc2c(=O)n3cccc(C)c3nc21	0%	7	-5%	-3%	-7%	13	-22%	-3%	i
COC(=O)COc1ccc2c(=O)c(Oc3ccccc3)c(C)oc2c1	0%	11	8%	-17%	-26%	0	-12%	8%	i
COc1ccccc1CC(=O)Nc1ccc(O)cc1C(=O)O	4%	0	-2%	4%	-22%	0	-13%	-6%	i
COc1cc(NC(=O)CCn2c(=O)[nH]c3ccsc3c2=O)cc(OC)c1	3%	3	-16%	0%	2%	8	1%	x	i
CC1C2C(c3ccccc3)N(C)C(=O)N(C)C2N(C)C(=O)N1C (centres undefined)	8%	12	6%	12%	-6%	12	5%	x	i

(list continues)
SMILES	Alkaline phosphatase	Spn MK inh	HT1080 cytotoxicity	Bfl-1 displacement	HPDE-C7 cytotoxicity	PMK inhibit	HPDE-C7K KRASV12	LYP phosphatase	Spn DPM-DC inh	others
O=C(CSCc1cccs1)N1CCCC1	14%	1	4%	-6%	-4%	10	4%	4%	i	PMK inhibit pilot replicates=0.0;Spn MK inh pilot replicates=0.0;Spn DPM-DC inh pilot screen %=0.0
C=CCn1cnc2c(c1=O)c1nc3ccccc3nc1n2/N=C/c1cccc(OC)c1	5%	8	40%	-8%	48%	11	55%*	8%	i
CCOc1ccc(N2C(=O)CC(SCCN)C2=O)cc1 (centres undefined)	8%	11	14%	-2%	-6%	3	1%	x	i
O=C(NC1CCCCC1)N1CCN(Cc2nc3ccccc3c(=O)[nH]2)CC1	9%	0	7%	8%	-6%	13	-7%	1%	i
COc1ccc(/C(O)=C2/C(=O)C(=O)N(CCN3CCOCC3)C2c2cccnc2)cc1OC (centres undefined)	0%	13	-4%	13%	-5%	1	-8%	10%	i
c1ccc(-n2c(-c3ccncc3)nnc2-c2ccco2)cc1	16%	4	-11%	1%	-34%	6	-22%	11%	i
COc1cc(C(C)=O)ccc1OCC(=O)c1cc(C)n(C2CC2)c1C	4%	0	2%	2%	0%	19	-1%	6%	i
COc1cc(C(c2sc3nc(C)nn3c2O)N2CC(C)CC(C)C2)cc(OC)c1OC (centres undefined)	-2%	0	3%	-2%	2%	5	9%	-5%	i	PMK inhibit pilot replicates=4.0;Spn MK inh pilot replicates=0.5;Spn DPM-DC inh pilot screen %=0.0
Cc1ccc(-n2nnnc2SCc2nnc(-c3ccccc3Br)o2)cc1	7%	5	5%	-7%	1%	12	8%	x	i
Cn1ccnc1Sc1nc2c(c(=O)n(C)c(=O)n2C)n1C	10%	5	2%	6%	-11%	12	-3%	-2%	i
CCC(=O)N1CCc2cc(S(=O)(=O)NC(C(=O)NC(C)c3ccccc3)C(C)C)ccc21 (centres undefined)	5%	0	-5%	-5%	x	7	x	9%	i
COc1ccc(S(=O)(=O)NCCSCc2ccco2)cc1	10%	10	-14%	0%	-6%	14	17%	10%	i
Cn1c(SC2C(=O)CC(C)(C)CC2=O)nnc1-c1ccco1	7%	7	-4%	-1%	-9%	2	-7%	-7%	i
CCCc1cc(N2CCCC(C(=O)NCc3ccc4c(c3)OCO4)C2)n2ncnc2n1 (centres undefined)	8%	0	4%	-7%	5%	0	-9%	-1%	i
